Screening data: PubChem, Sanford-Burnham Center for Chemical Genomics
CXCR6 inh: CXCR6 receptor inhibitors, primary screen, cell-based, beta-arrestin, luminescence, CHO-K1 PathHunter, 1536-well; inhibition, % at 20 µM; 360,000 tested, 0.36% active; AID 602244, 2012; in the data active = inhibition above about 34%, passing the limit was not always enough;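 note: antagonist mode with CXCL16 agonist at 10 nM final; 0% = 10 nM CXCL16 with DMSO and 100% = unstimulated wells without agonist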
Target sequence (O00574 whole entry, looked up): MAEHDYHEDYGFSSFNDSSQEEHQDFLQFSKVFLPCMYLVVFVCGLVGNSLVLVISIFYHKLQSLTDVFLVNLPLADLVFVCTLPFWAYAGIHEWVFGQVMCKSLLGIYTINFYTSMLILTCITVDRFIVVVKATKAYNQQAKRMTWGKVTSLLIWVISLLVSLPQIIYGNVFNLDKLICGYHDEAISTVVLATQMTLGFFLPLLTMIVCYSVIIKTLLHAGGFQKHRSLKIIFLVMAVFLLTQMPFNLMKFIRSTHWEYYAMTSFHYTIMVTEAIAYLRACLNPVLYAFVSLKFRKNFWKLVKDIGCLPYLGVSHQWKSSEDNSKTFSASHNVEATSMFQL
The depositor's hits bear a star. The list is partial (hit frequency here may not be typical).

SMILES | CXCR6 inh
O=C(Nc1nnc([C@@H]2C[C@H](O)[C@@H](CO)O2)s1)Nc1ccccc1F | 1
CCN1C[C@@H]2[C@@H]3C(=O)N(Cc4ccccc4)C(=O)[C@@H]3[C@](Cc3ccccc3)(C1=O)N2C(=O)c1ccc(C(C)(C)C)cc1 | 14
CN1CCN(c2ccc(-c3cc(NC=O)c4ncc(-c5ccccc5)n4c3)cc2)CC1 | 11
O=C(O)c1ccccc1-c1ccccc1C(=O)Nc1ccc2c(c1)C(O)c1ccccc1-2 (stereo unspecified) | -8
CC(Sc1n[nH]c(-c2cccs2)n1)C(=O)Nc1ccccc1F (stereo unspecified) | -4
CC(=O)NC(c1cccc(F)c1)c1nc(-c2cc(F)cc(Cl)c2)cs1 (stereo unspecified) | -4
COC(=O)[C@@]1(Cc2ccc(OC)cc2)[C@H]2c3cc(C(=O)N4CCCC4)n(CCN4CCOCC4)c3C[C@H]2CN1C(=O)c1ccccc1 | 0
CCc1nc2c(OCCC3CCCCC3)cccn2c1N(C=O)Cc1ccc(OC)cc1 | 19
O=C1NC[C@H](CCCCN2C[C@H](Cc3ccc(O)cc3)N(CCc3ccccc3)C(=O)C2=O)N(CCC2CCCCC2)C1=O | -9
O=C1OC2(c3ccccc31)c1ccccc1-c1ccccc12 | 10
CC1(c2cccc3ccccc23)OC(=O)c2ccccc21 (stereo unspecified) | 1
O=C1[C@H]2[C@@H](c3ccc(C(F)(F)F)cc3)N[C@]3(CCCN(Cc4ccc(Cl)cc4)C3=O)[C@H]2C(=O)N1Cc1ccccc1 | 12
CC(C)NC(=O)c1cc(C2CCCCN2S(=O)(=O)c2cccs2)on1 (stereo unspecified) | 1
Cc1ccc(OCCN2CCC2(C)C(=O)Nc2ccc3c(c2)OCO3)cc1 (stereo unspecified) | 0
CCN(C(=O)c1c([N+](=O)[O-])cnn1C)c1ccccc1 | -2
COc1ccc(N2CCN(CC(=O)Nc3ccccc3C(=O)NC(C)c3ccccc3)CC2)cc1 (stereo unspecified) | 5
CC(C)n1nnnc1C1c2ccccc2C(=O)N1Cc1cccnc1 (stereo unspecified) | -1
COc1ccc(CNc2nc(-c3cccnc3)nn2C(=O)C(C)C)cc1 | 4
COc1cccc(-c2cc3nc(NCc4ccccc4F)n(C)c(=O)c3s2)c1 | 2
CC1(Cc2cc(Cl)ccc2C(F)(F)F)C(=O)Nc2cc(C(F)(F)F)ccc21 (stereo unspecified) | -2
C=CCNC(=S)N1N=C(c2ccco2)CC1c1ccco1 (stereo unspecified) | 5
COc1ccc(-n2nnnc2C(c2ccnc3ccccc23)N2CCN(C/C=C/c3ccccc3)CC2)cc1 (stereo unspecified) | 4
Cc1ccc(NC(=O)CN(C)C(=O)Cc2coc3cc(C)c(C)cc23)cc1 | -5
COc1ccc(C(C)(O)c2nc(-c3ccoc3)cs2)cc1 (stereo unspecified) | 9
CCSc1ccc(-c2ccc(C)cc2)nn1 | -1
CC1CC(C)(C)CC2(C1)NC(=O)N(CC(=O)OCC(=O)Nc1cc(S(=O)(=O)N3CCCCC3)ccc1Cl)C2=O (stereo unspecified) | 4
CCCCn1nnnc1C(CCc1ccccc1)N1CCN(C/C=C/c2ccccc2)CC1 (stereo unspecified) | 8
CC(CC(=O)Nc1ccc2c(c1)c(=O)n(C)n2Cc1ccc(Cl)cc1)C(F)(F)F (stereo unspecified) | -7
CN1C(=O)[C@H]2[C@@H](c3ccc(C(F)(F)F)cc3)N[C@]3(CCCN(CC4CCCCC4)C3=O)[C@H]2C1=O | 2
Cc1ccccc1-c1cnc(C(O)c2c(C)ccc3ccccc23)[nH]1 (stereo unspecified) | 5
C[C@@H]1CN([C@H](C)CO)C(=O)CCCn2nncc2CO[C@H]1CN(C)C(=O)c1ccc2ccn(C)c2c1 | -7
COc1nc(-c2ccccc2)nnc1-c1ccccc1 | 6
N#CC(=Cc1ccnc2ccccc12)c1ccccc1 | 1
CC(N)c1csc(Nc2ccc(C(=O)NCCCO)cn2)n1 (stereo unspecified) | 2
Nc1ncnc2c1ncn2C1OC(CO)C2OC21 (stereo unspecified) | -2
C[C@H]1CN([C@@H](C)CO)C(=O)CCCn2nncc2CO[C@H]1CN(C)S(=O)(=O)c1cccc(F)c1 | 0
O=C(Nc1cnns1)Oc1ccccc1 | -10
CCN1C[C@@H]2[C@@H]3C(=O)N(C)C(=O)[C@@H]3[C@](Cc3ccccc3)(C(=O)OC)N2C1=NCc1ccccc1 | 0
COC(=O)c1ccc(Cn2c(C)c(C(=O)NCc3ccc(C#N)cc3)sc2=O)o1 | 6
Cc1ccc(S(=O)(=O)NCc2ccccc2)cc1C(=O)N1CCN(S(=O)(=O)c2ccccc2F)CC1 | -7
CC(Sc1nc(N)cc(=O)[nH]1)C(=O)Nc1ccc(N2CCOCC2)cc1 (stereo unspecified) | -5
NC1=NC(=O)NC1(c1ccccc1)c1ccccc1 | -6
CC(C)NC(=O)C1(C)CCN1C(=O)c1ccc2c(c1)OCO2 (stereo unspecified) | -2
O=C1CSC(=S)N1N=Cc1ccc2c(c1)OCO2 | 0
Cc1ccc(CN2C(=O)CCC2C(=O)NCCCN2CCC(C)CC2)cc1 (stereo unspecified) | -3
CN(C)CCCNc1nc2cc(-c3ccc(F)cc3)sc2c(=O)n1C | 2
COc1cc(S(=O)(=O)n2ccc(C)n2)c(C)cc1C | -5
COC(=O)c1ccccc1OCc1cc(=O)oc2ccc(C)cc12 | 5
COC(=O)[C@H](Cc1ccccc1)NC(=O)CC[C@H]1O[C@@H](n2ccc(=O)[nH]c2=O)[C@H](O)[C@@H]1O | -7
Nc1ccccc1SC(CC(=O)c1ccccc1)c1ccc([N+](=O)[O-])cc1 (stereo unspecified) | 2
CC(C)Oc1cc(F)ccc1-c1cc(C(=O)Nc2ccc(F)cc2)[nH]n1 | -3
O=C1NC[C@H](Cc2ccccc2)N(C[C@@H]2CCCN2C[C@H](Cc2ccccc2)N2C[C@H](Cc3ccc(O)cc3)N(CCc3ccccc3)C(=O)C2=O)C1=O | -2
O=C1C(CO)C(CO)C(CO)C1CO (stereo unspecified) | 6
Cc1cc(C)n2nc(N)nc2n1 | 5
CN(CC(=O)NCC(=O)Nc1ccc(F)cc1)CC(=O)Nc1ccc(Cl)c(C(F)(F)F)c1 | -13
COC(=O)C1(C(=O)OC)C2C(=O)C3C(C21)C3(C(=O)OC(C)(C)C)C(=O)OC(C)(C)C (stereo unspecified) | 3
O=C(Nc1ccc(F)c(Cl)c1)c1cc(C2CCCN(C(=O)c3cccs3)C2)on1 (stereo unspecified) | 0
COc1cccc(-c2cnc(C(O)c3cccc(OC)c3)[nH]2)c1 (stereo unspecified) | 0
Cc1ccnc(NCc2cc(Cl)cc(Cl)c2O)c1 | -2
O=C(O)C=Cc1c[nH]c2nccnc12 | -9

The list goes on.
SMILES | CXCR6 inh
CN(C(=O)COC(=O)Cc1ccc(Br)cc1)c1c(N)n(Cc2ccccc2)c(=O)[nH]c1=O | 4
CC(NC(=O)COC(=O)Cc1cccs1)c1ccc(F)cc1 (stereo unspecified) | -5
C[C@H](O)CNC(=O)c1[nH]cnc1C(=O)Nc1cccc(Cl)c1 | -11
CCCCNC(=O)C[C@@H]1C[C@@]2(C(=O)OCC)CCCC=C2N(Cc2ccc3c(c2)OCO3)C1=O | -4
CCOc1ccc(C(=O)NC(=S)N(Cc2ccccc2)Cc2ccccc2)cc1 | 33
COc1ccccc1C(CNC(=O)c1ccc(NS(=O)(=O)c2ccc(C(C)=O)cc2)cc1)N1CCCC1 (stereo unspecified) | 5
Fc1ccc(-c2nc3c(Cl)cc(C(F)(F)F)cn3c2Cc2ccccc2)cc1 | 1
CCOC(=O)c1cc2c(=Cc3ccc(N(C)C)cc3)c3ccccc3n2[n+]1C | 18
CCS(=O)(=O)C1=NN2C(=N)/C(=C\c3ccc(SCc4ccco4)o3)C(=O)N=C2S1 | -3
N#C/C(=C\c1ccc(-c2ccc(S(=O)(=O)N3CCOCC3)cc2)o1)C(=O)NC1CC1 | -3
Cc1cccc(OC(=O)n2c(=S)oc3cc(Cl)ccc32)c1 | -2
COc1ccc(NC(=O)c2cc(C3CCCCN3S(=O)(=O)c3ccccc3)on2)c(C)c1 (stereo unspecified) | -6
CCCNC(=O)C1(C)CCN(CCS(=O)(=O)c2ccc(C)cc2)C1 (stereo unspecified) | -14
COc1ccc2cc(/C(C)=N/NC(=O)c3cc(C)oc3C)ccc2c1 | 3
CNC(=O)OCN1C(=O)C2CC=CCC2C1=O (stereo unspecified) | -4
CCN(C(=O)COC(=O)/C=C/c1c(C)nn(-c2ccccc2)c1C)c1c(N)n(Cc2ccccc2)c(=O)[nH]c1=O | -4
O=S1(=O)CCN(C2CCCCCCC2)CC1 | -11
CN1OC[C@@H]2CN(C(=O)c3cccc4ccccc34)[C@H](c3ccc(N4CCCCC4)cc3)C[C@@H]21 | -1
O=c1[nH]c(=O)n(C2CC(O)C(CO)O2)cc1Br (stereo unspecified) | -3
COc1ccccc1Cn1c(C)c(C(=O)NCc2ccc3c(c2)OCCO3)sc1=O | 12
CN1CCC(OC(c2ccccc2)c2ccc(Cl)cc2)C1 (stereo unspecified) | 10
C=CCNC(=O)/C(C#N)=C/c1ccc(OS(=O)(=O)c2ccc(C)cc2)c(OC)c1 | 4
c1ccc2c(c1)nnn2Cn1nnc2ccccc21 | -5
Cc1nc(SCC(=O)Nc2sccc2C(N)=O)c2c(C)c(C)sc2n1 | -12
Cc1ccc(S(=O)(=O)NC(=O)C2(C)CCN2C(=O)c2ccccc2)cc1 (stereo unspecified) | 1
O=C(Nc1ccncc1)C1CC(=O)N(c2ccccc2)C1 (stereo unspecified) | 1
CN(C)c1ncnc2c1ncn2[C@H]1CN(Cc2cccnc2)C[C@@H](CO)O1 | 1
CC(=O)Nc1cncc(-c2cccc(C(=O)NCCN(C)C)c2)n1 | 0
COCCNc1nc(Oc2cncc(Cl)c2)c2sccc2n1 | -1
COc1ccc(C(=O)N2[C@@H](C(C)C)COc3cc(Br)ccc3S2(=O)=O)cc1 | 6
CC(=O)c1cccc(Nc2ccc(Br)cc2)c1 | -7
O=C(CSc1nc2[nH]ncc2c(=O)[nH]1)Nc1cc(C(F)(F)F)ccc1Cl | 1
COc1ccc(-c2csc(C(C)(NC(C)=O)c3ccc(OC)cc3)n2)cc1 (stereo unspecified) | 9
Nc1ccn([C@@H]2O[C@H](CNC(=O)[C@@H](Cc3cccnc3)NC=O)[C@@H](O)[C@H]2O)c(=O)n1 | 9
COc1ccc(NC(=O)C[C@H]2C(=O)N(c3ccc(Br)cc3)C[C@@H]2C)cc1 | -7
O=CNc1cc(-c2cccc(F)c2)cn2c(-c3ccc(F)c(Cl)c3)cnc12 | 5
O=C1CC[C@@H]2CC(N3CCN(c4ccccc4)CC3)C[C@@H]3CCN1[C@H]23 (stereo partly specified) | 6
NC(Cc1cnc[nH]1)c1csc(Nc2ccc(C(F)(F)F)cn2)n1 (stereo unspecified) | -3
Cc1cscc1-c1ccc(C(=O)Nc2c(C)cccc2C)o1 | -2
C[C@@H]1CN([C@H](C)CO)C(=O)CCCn2nncc2CO[C@H]1CN(C)Cc1cccc(C(F)(F)F)c1 | 3
CCn1c([N+](=O)[O-])nc2c1c(=O)[nH]c(=O)n2C | -11
O=c1oc(-c2ccccc2)cc2ccccc12 | -1
COc1ccc(CCNS(=O)(=O)c2ccc3c(c2)CC(C)N3C(=O)C2CC2)cc1OC (stereo unspecified) | 4
CCCc1nc2cc(C)c(Br)c(C)n2c1Cc1ccc(OC)cc1C | 2
CC(C)c1ccc(C(=O)N2CCCC(c3cc(C(=O)NCc4ccccc4)no3)C2)cc1 (stereo unspecified) | -4
O=S1(=O)CC(N2CCN(Cc3ccccc3F)CC2)CN1Cc1cn(Cc2cccc(Cl)c2)nn1 (stereo unspecified) | -1
CC1=C(C(=O)OC(C)C)C(c2ccc(Cl)cc2)n2c(s/c(=C\c3ccc(OCC(=O)O)cc3)c2=O)=N1 (stereo unspecified) | 8
CCOC(=O)C1(C)CCCN1C(=O)c1snnc1C (stereo unspecified) | 1

The final four compounds of the section above open the next one.
SMILES | CXCR6 inh
CC(C)c1ccc(C(=O)N2CCCC(c3cc(C(=O)NCc4ccccc4)no3)C2)cc1 (stereo unspecified) | -4
O=S1(=O)CC(N2CCN(Cc3ccccc3F)CC2)CN1Cc1cn(Cc2cccc(Cl)c2)nn1 (stereo unspecified) | -1
CC1=C(C(=O)OC(C)C)C(c2ccc(Cl)cc2)n2c(s/c(=C\c3ccc(OCC(=O)O)cc3)c2=O)=N1 (stereo unspecified) | 8
CCOC(=O)C1(C)CCCN1C(=O)c1snnc1C (stereo unspecified) | 1
COc1cccc(-c2n[nH]nc2C2=CC(=O)CC(C)(C)C2)c1 | -3
CC(=O)Nc1ccc(C(=O)N2CCCC(c3cc(C(=O)NCc4ccccc4)no3)C2)cc1 (stereo unspecified) | -8
NC(=O)c1cccc(-c2coc3c(C(=O)NCc4cccnc4)cccc23)c1 | -2
O=C1c2cccc(NCCNCCO)c2C(=O)c2cccc(NCCNCCO)c21 | 10

Part of the list above in order of formula weight, descending.
SMILES | CXCR6 inh
O=S1(=O)CC(N2CCN(Cc3ccccc3F)CC2)CN1Cc1cn(Cc2cccc(Cl)c2)nn1 (stereo unspecified) | -1
CC(=O)Nc1ccc(C(=O)N2CCCC(c3cc(C(=O)NCc4ccccc4)no3)C2)cc1 (stereo unspecified) | -8
CC(C)c1ccc(C(=O)N2CCCC(c3cc(C(=O)NCc4ccccc4)no3)C2)cc1 (stereo unspecified) | -4
NC(=O)c1cccc(-c2coc3c(C(=O)NCc4cccnc4)cccc23)c1 | -2
COc1cccc(-c2n[nH]nc2C2=CC(=O)CC(C)(C)C2)c1 | -3
CCOC(=O)C1(C)CCCN1C(=O)c1snnc1C (stereo unspecified) | 1
